# MT1-MMP act inh: MT1-MMP (human) activation inhibition | GFP/RFP ratio change, % at 20 µM | 360,000 tested, 0.061% active | AID 651647 | P50281 | HT1080 RFP-PRO-GFP cells, GFP/RFP ratio fluorescence, overnight; percent of plate control window, DMSO zero;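 active = GFP/RFP ratio change of at least 30% with cell ATP level not reduced by more than half and red fluorescence within 50% of control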; also: strong numbers were not always called active
#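 Material: RFP-PRO-GFP reporter HT1080 cells. Dosing: single-point 20 µM compound, 1% DMSO. Controls: DMSO and RFP-L50D-GFP cell wells. Timing: cells overnight before dosing, compound overnight, 37 °C, 5% CO2. Measure: GFP/RFP fluorescence ratio.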
# MLLE-PAM2 inh: blocks PAM2 peptide binding to the PABP1 MLLE domain | GST-MLLE / FITC-PAM2 fluorescence polarization | inhibition, % at 20 µM | 360,000 tested, 0.36% active | AID 588489; in the data active = inhibition above about 35%, passing the limit was not always enough;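 also: plate controls were DMSO wells with GST-MLLE for no effect and wells lacking GST-MLLE protein for full effect; some results filed as inactive read as strong as hits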
# CSN inh: blocks human CSN-mediated cullin deneddylation. Q92905. Purified CSN, SCF-Nedd8-OG deneddylation, fluorescence polarization. inhibition, % at 12.5 µM. 360,000 tested, 0.38% active;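 active = pattern-corrected inhibition above about 35%, with an unprinted fluorescence ratio check between 0.5 and 1.5, limit read from the data, passing the limit was not always enough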;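 also: 0% = enzyme with substrate and 100% = substrate without enzyme; some results filed as inactive read as strong as hits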
# Target sequence (Q92905 whole entry, looked up, one chain of several): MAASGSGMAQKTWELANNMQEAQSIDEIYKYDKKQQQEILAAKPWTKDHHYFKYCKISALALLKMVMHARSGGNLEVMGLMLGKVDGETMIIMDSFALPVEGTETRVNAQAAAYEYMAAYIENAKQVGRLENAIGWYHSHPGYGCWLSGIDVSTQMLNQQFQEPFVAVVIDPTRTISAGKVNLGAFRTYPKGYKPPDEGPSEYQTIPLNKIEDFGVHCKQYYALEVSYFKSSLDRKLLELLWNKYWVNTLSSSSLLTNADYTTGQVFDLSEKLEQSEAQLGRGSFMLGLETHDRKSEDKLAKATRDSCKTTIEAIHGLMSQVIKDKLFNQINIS
#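 Test system: Human Csn5 produced in HEK293T cells | Compound: 12.5 µM single point | Times: 90 min, room temperature | Signal: Fluorescence polarization readout | Read-out basis: % inhibition of substrate cleavage by Csn5 | Controls: no-enzyme wells high, enzyme-with-substrate wells low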
# FAS TE block: inhibitors of human fatty acid synthase thioesterase domain; 360,000 tested, 0.67% active; AID 602261; recombinant FAS-TE, OMFH fluorogenic substrate, fluorescence endpoint; P49327; inhibition, % at 15 µM;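 active = compounds whose normalised, plate-corrected inhibition of enzyme fluorescence in the single-dose primary screen is 50% or more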;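 also: 0% = DMSO with enzyme and 100% = substrate without enzyme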
# MsrA inh: bovine MsrA inhibition; purified bovine MsrA, absorbance read-out; inhibition, % at 15.5 µM; 360,000 tested, 0.75% active; in the data active = inhibition above about 4.5%;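 also: 0% = vehicle wells with enzyme and 100% = reference inhibitor wells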
# E coli Lon inh: inhibitors of E. coli Lon protease | 360,000 tested, 0.42% active | purified E. coli Lon protease, fluorescence polarization | inhibition, % at 7.94 µM | P0A9M0; in the data active = inhibition above about 13%, passing the limit was not always enough;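 also: 0% = enzyme with probe and DMSO and 100% = no enzyme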
# Rpn11 block: inhibitors of human proteasome Rpn11 | O00487 | human 26S proteasome, Ub4-pepOG fluorescence polarization; 20S core pre-blocked with epoxomicin | calls only at 20 µM | 360,000 tested, 0.59% active;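 active = inhibition at 20 µM, scaled to each plate's controls, above about 33%, limit read from the data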
# Target sequence (O00487 whole entry, looked up): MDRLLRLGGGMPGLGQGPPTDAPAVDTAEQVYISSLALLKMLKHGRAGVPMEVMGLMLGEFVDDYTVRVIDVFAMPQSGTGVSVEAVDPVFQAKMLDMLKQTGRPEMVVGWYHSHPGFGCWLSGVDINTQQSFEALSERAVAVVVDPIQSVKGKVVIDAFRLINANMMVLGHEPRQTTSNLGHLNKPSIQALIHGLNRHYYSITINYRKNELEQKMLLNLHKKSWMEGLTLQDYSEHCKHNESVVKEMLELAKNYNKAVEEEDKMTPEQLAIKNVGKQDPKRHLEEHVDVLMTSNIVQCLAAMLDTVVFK
# Rin1 Abl inh: inhibitors of human Rin1-Abl protein interaction. P00519+Q13671. TR-FRET Rin1/Abl binding, biochemical. inhibition, % at 7.35 µM. 360,000 tested, 0.4% active. AID 588664; in the data active = inhibition above about 5%, passing the limit was not always enough
# bovine MsrA act: activators of bovine methionine sulfoxide reductase A; activation, % at 10.6 µM; 360,000 tested, 0.3% active; purified bovine MsrA, absorbance read-out; in the data active = activation above about 7.5%;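 also: 0% = vehicle and 100% = reference activator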
# * hit, by the source's call; i = inactive; nt = not tested or not shown; & = joins results of further samples.
# Results follow in this order: MLLE-PAM2 inh	CSN inh	MsrA inh	Rpn11 block	bovine MsrA act	MT1-MMP act inh	FAS TE block	Rin1 Abl inh	E coli Lon inh
O=C(NCCCN1CCCC1=O)c1ccc(S(=O)(=O)Nc2cccc(C(F)(F)F)c2)cc1
    -3	-2	-0.3	i	-7	-5	-6	2	4
CN(Cc1ccccc1)S(=O)(=O)c1nnc(NC(=O)c2ccc(F)cc2)s1
    -22	4	-0.3	i	-4	-1	-1	4	4
COc1ccc(/C=N/NC(=O)c2cccc(O)c2)cc1Cn1nc(C)c([N+](=O)[O-])c1C
    -3	-5	2.8	i	-4	-1	12	-2	-1
O=C(CCl)N1CCN(S(=O)(=O)c2ccc3ccccc3c2)CC1
    3	-2	-1.0	i	-1	1	4	2	-9
CNS(=O)(=O)c1ccc(NC(=O)Nc2cccc(F)c2)cc1
    3	-4	0.2	i	-7	4	0	0	-6
Cc1ccc(CCNC(=O)CCc2nc3ccccc3[nH]2)cc1
    -19	-1	-1.2	i	-1	0	-10	-1	8
CC(=O)OCC1OC(OC2C[C@]3(C)C(CC(O)C4C([C@](C)(CCC=C(C)C)OC5OC(CO)C(O)C(O)C5O)CC[C@]43C)[C@@]3(C)CCC(O)C(C)(C)C23)C(O[C@@H]2OC(C)C(O)C(O)C2O)C(O)C1O (some centres undefined)
    -6	-2	nt	i	-13	-2	2	2	-11
CNC(=O)CSCc1c(F)cccc1Cl
    -6	0	-1.3	i	1	5	-6	1	-2
COc1ccc(-c2noc3c2-c2nc(C4CCCCC4)sc2CC3)cc1
    5	4	-0.8	i	5	8	32	0	24
CC1(C)CC(=O)C=C(NC2CC(C)(C)NC(C)(C)C2)C1
    -3	-4	1.1	i	-4	5	-8	1	3
CCOC(=O)c1cnc(SCC#N)nc1N
    3	0	-0.9	i	-4	3	-4	-2	0
Cc1cc(N2CCN(C)CC2)nc2ccc(NC(=S)N3CCN(c4cccc(Cl)c4)CC3)cc12
    -80	-2	-1.0	i	2	6	-7	1	0
CC(C)c1nc(CNC(=O)CC2C(=O)NCCN2Cc2ccoc2)cs1 (centres undefined)
    13	7	1.8	i	-2	3	-5	-4	-2
COc1ccc(-c2nc3ccccc3c(=O)n2CCN2CCOCC2)cc1
    7	0	-0.5	i	-2	2	-4	2	-14
O=C1c2ccccc2[C@@H]2C[C@@H](O)[C@H](Nc3cccc(Cl)n3)CCN12
    -20	-4	-0.1	i	5	1	-5	1	-8

# Results follow in this order: MLLE-PAM2 inh	CSN inh	MsrA inh	Rpn11 block	bovine MsrA act	MT1-MMP act inh	FAS TE block	Rin1 Abl inh	E coli Lon inh
COc1ccc(O)c(C(=O)c2cc(SCC(=O)O)c3nc4sc5c(c4c(=O)n3c2)CCCC5)c1
    -14	25	0.5	i	-2	-8	39	-1	-5
Cn1cc(CNCc2cn(C)nc2-c2ccc(C3CCCCC3)cc2)cn1
    5	-5	0.5	i	-12	-4	-1	-2	-1
Cn1c(=O)n(C)c2cc(C(=O)c3ccccc3)ccc21
    2	2	-0.3	i	-2	1	-8	-1	-2
COc1ccccc1OCC(=O)N(Cc1nc(-c2ccc(Cl)cc2)no1)C(C)C
    1	3	0.0	i	-2	1	27	-2	1
O=[N+]([O-])c1ccc(S(=O)(=O)NCCS(=O)(=O)N2CCN(c3ccccc3)CC2)cc1
    7	4	0.1	i	-1	-3	9	-2	4
COc1ccc(Cl)cc1NC(=O)CN1CCc2ccccc21
    -6	-1	-0.3	i	-1	-3	26	5	1
NC(=O)OCC(O)COc1ccc(Cl)cc1 (centres undefined)
    9	4	-0.7	i	0	2	1	3	2
Nc1c(Br)cc(Br)cc1CNC1CCC(O)CC1 (centres undefined)
    0&7	1&1	0.6&-0.7	i	2&-1	3&7	0&-3	-2&-1	3&-15
O=C(O)c1ccccc1C(=O)Nc1ccc(-n2nccc2C(F)(F)F)cc1
    11	3	-0.9	i	-8	1	-6	0	-2
Cc1ccc(-c2ccc(/C=C3/NC(=O)NC3=O)o2)cc1[N+](=O)[O-]
    20	10	-0.3	i	-13	3	8	-4	-2
Cc1noc(C)c1CSc1nc2ccccc2s1
    15	-1	0.6	i	-4	1	3	-2	-2

# In the list so far, these have a carbonyl joined to an NH by a bond outside any ring:
# Results follow in this order: MLLE-PAM2 inh	CSN inh	MsrA inh	Rpn11 block	bovine MsrA act	MT1-MMP act inh	FAS TE block	Rin1 Abl inh	E coli Lon inh
O=C(NCCCN1CCCC1=O)c1ccc(S(=O)(=O)Nc2cccc(C(F)(F)F)c2)cc1
    -3	-2	-0.3	i	-7	-5	-6	2	4
CN(Cc1ccccc1)S(=O)(=O)c1nnc(NC(=O)c2ccc(F)cc2)s1
    -22	4	-0.3	i	-4	-1	-1	4	4
COc1ccc(/C=N/NC(=O)c2cccc(O)c2)cc1Cn1nc(C)c([N+](=O)[O-])c1C
    -3	-5	2.8	i	-4	-1	12	-2	-1
CNS(=O)(=O)c1ccc(NC(=O)Nc2cccc(F)c2)cc1
    3	-4	0.2	i	-7	4	0	0	-6
Cc1ccc(CCNC(=O)CCc2nc3ccccc3[nH]2)cc1
    -19	-1	-1.2	i	-1	0	-10	-1	8
CNC(=O)CSCc1c(F)cccc1Cl
    -6	0	-1.3	i	1	5	-6	1	-2
CC(C)c1nc(CNC(=O)CC2C(=O)NCCN2Cc2ccoc2)cs1 (centres undefined)
    13	7	1.8	i	-2	3	-5	-4	-2
COc1ccc(Cl)cc1NC(=O)CN1CCc2ccccc21
    -6	-1	-0.3	i	-1	-3	26	5	1
NC(=O)OCC(O)COc1ccc(Cl)cc1 (centres undefined)
    9	4	-0.7	i	0	2	1	3	2
O=C(O)c1ccccc1C(=O)Nc1ccc(-n2nccc2C(F)(F)F)cc1
    11	3	-0.9	i	-8	1	-6	0	-2

# Random excerpt: 2 entries already listed, in no set order.
# Results follow in this order: MLLE-PAM2 inh	CSN inh	MsrA inh	Rpn11 block	bovine MsrA act	MT1-MMP act inh	FAS TE block	Rin1 Abl inh	E coli Lon inh
NC(=O)OCC(O)COc1ccc(Cl)cc1 (centres undefined)
    9	4	-0.7	i	0	2	1	3	2
Cn1cc(CNCc2cn(C)nc2-c2ccc(C3CCCCC3)cc2)cn1
    5	-5	0.5	i	-12	-4	-1	-2	-1

# Compound activity (PubChem)
